AmpC inh no detg = inhibitors of E. coli AmpC beta-lactamase without detergent. P00811. AmpC nitrocefin hydrolysis, absorbance 480 nm, 0.0001% Triton. Potency, µM (series often up to 57.1 µM), inactives show at the highest dose activity change, negative = inhibition, hits mostly inhibitors. 0.52% of 330,000 active. AID 485341;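 note: potency is the fitted concentration of half-maximal effect; plate controls were no compound for no effect and no enzyme for full effect; nearly all actives have a fitted effect of over 20% in size; some results filed as inactive show a strong effect at the top dose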
Target sequence (P00811 whole entry, looked up): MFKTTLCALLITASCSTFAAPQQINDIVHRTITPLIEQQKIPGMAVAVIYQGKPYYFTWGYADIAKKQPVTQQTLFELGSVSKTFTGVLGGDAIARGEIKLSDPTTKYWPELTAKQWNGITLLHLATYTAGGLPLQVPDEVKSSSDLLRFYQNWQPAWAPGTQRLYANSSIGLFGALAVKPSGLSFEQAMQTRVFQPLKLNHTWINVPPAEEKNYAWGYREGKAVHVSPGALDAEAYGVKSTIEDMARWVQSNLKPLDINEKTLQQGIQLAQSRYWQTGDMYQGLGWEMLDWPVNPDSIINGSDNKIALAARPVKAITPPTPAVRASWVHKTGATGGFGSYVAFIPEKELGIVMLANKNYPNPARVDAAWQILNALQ
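20 mM phosphate pH 7.0 + 0.01% (detergent screen) or 0.0001% Triton X-100; 5.3 nM AmpC reagent; cpd preinc 15 min RT; nitrocefin (800 uM stock) to start; A480 q20 s × 4 min; Activity was normalised to no-enzyme and no-compound control wells.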
FBPA Giardia inh = Giardia lamblia aldolase inhibition. A8B2U2. purified Giardia FBPA. Potency, µM (top dose mostly 59.6 µM), inactives show at the top dose activity, negative = inhibition, hits mostly inhibitors. 0.71% of 290,000 active; note: potency is the fitted concentration of half-maximal effect; nearly all actives have a fitted effect of over 55% in size
Target sequence (A8B2U2 whole entry, looked up): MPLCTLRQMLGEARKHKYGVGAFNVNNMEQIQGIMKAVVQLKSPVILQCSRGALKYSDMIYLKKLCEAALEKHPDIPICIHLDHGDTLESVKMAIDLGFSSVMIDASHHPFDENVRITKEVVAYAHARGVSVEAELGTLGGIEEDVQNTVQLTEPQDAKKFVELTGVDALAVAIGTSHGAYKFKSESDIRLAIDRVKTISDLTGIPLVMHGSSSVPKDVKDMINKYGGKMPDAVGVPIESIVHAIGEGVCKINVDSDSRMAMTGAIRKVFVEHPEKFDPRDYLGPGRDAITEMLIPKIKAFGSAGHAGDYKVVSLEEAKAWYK
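Giardia FBPA (40 nM reagent) was preincubated 10 min at RT with compound (up to 57.5 uM final), then substrate plus GAPDH/TPI/NAD/arsenate coupling system with diaphorase/resazurin was added; resorufin fluorescence (525/598 nm) was read after 20 min.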
Sm TGR inh = S. mansoni TGR enzyme inhibition. Q962Y6. 3% of 360,000 active. purified TGR, DTNB reduction, TNB absorbance 405 nm. Potency, µM (highest dose often 114 µM), for inactives: at the highest dose activity change, negative = inhibition, most hits filed as inhibitors; note: potency is the fitted concentration of half-maximal effect; nearly all actives have a fitted effect of over 60% in size
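Kinetic colorimetric format: TGR-catalysed, NADPH-driven DTNB reduction monitored via TNB absorbance. Enzyme dispensed at 20 nM; compound exposure 15 min at room temperature before reaction start.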
AmpC detergent = AmpC beta-lactamase inhibition with detergent present | AmpC hydrolysis of nitrocefin, absorbance 480 nm, 0.01% Triton | Potency, µM (top dose mostly 114 µM), for the others: at the highest dose activity change, negative = inhibition, actives largely listed as inhibitors | 0.041% of 370,000 active;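 note: potency is the fitted concentration of half-maximal effect; 0% = no-compound wells and -100% = no-enzyme wells; nearly all actives have a fitted effect of over 25% in size; some results filed as inactive show a strong effect at the top dose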
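20 mM phosphate pH 7.0 + 0.01% (detergent screen) or 0.0001% Triton X-100; 5.3 nM AmpC reagent; cpd preinc 15 min RT; nitrocefin (800 uM stock) to start; A480 q20 s × 4 min; Activity was normalised to no-enzyme and no-compound control wells.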
HCMV inh = human cytomegalovirus inhibition. HFF cells, HCMV-luciferase reporter, 72 h; hits give low values. activity change, negative = inhibition, % at 57.5 µM. 4.5% of 410,000 active; in the data active = activity change below about -60%; inconclusive = no clear call, values can overlap the other calls; inactive = above about -39%
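Human foreskin fibroblasts infected with luciferase-reporter HCMV at MOI 1 PFU/cell, compounds at two doses. Luciferase measured 72 h post infection; normalized to buffer-only basal and Salinomycin (10uM) controls.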
AMA1 RON2 block = disrupts binding of P. falciparum AMA1 to RON2; 0.2% of 360,000 active; AID 720542; AlphaScreen AMA1-biotinylated RON2 peptide binding; Potency, µM (series often up to 58.2 µM), for the others: at the highest dose activity change, negative = inhibition, actives largely listed as inhibitors;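 note: potency is the fitted concentration of half-maximal effect; 0% = vehicle wells and -100% = peptide control; nearly all actives have a fitted effect of over 45% in size; some results filed as inactive show a strong effect at the top dose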
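AMA1 (3D7) with his tag at 25 nM final met compounds first, then biotinylated RON2 peptide at 25 nM; detection used donor plus acceptor beads, 10 µg/mL apiece, read by AlphaScreen after 30 min at room temperature.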
Numbers without * were called inactive; ? = inconclusive; nt = not tested or not shown; [ ] = dose if it differs, or a comment. Unless noted, calls come from the whole dose curve; as a rule, active = well fitted curve in the direction sought with a large enough effect; inconclusive = small, poorly fitted or top-dose-only effect, or another doubt; inactive = no such curve, though single readings can be large; an effect the other way counts as inactive or inconclusive. Unless noted, % is set by controls: 0 for no effect and ±100 for the full control effect.

#1 CC(CN1CCOCC1)OC(=O)c1ccc(Cl)cc1Cl (centres undefined)
#2 O=C(c1ccccc1)n1nc(-c2ccc(Cl)cc2)nc1NCc1ccco1
#3 Cn1ccc(=Nc2ccc(NC(=O)c3ccc(N=c4ccn(C)c5ccc([N+](=O)[O-])cc45)cc3)cc2)cc1
#4 CCC(COC(=O)c1ccccc1)Oc1cc(NCc2ccccc2)c2ncn(C(C)C)c2c1 (centres undefined)
#5 C=CCn1c(SCC(=O)NCc2ccco2)nc2ccccc2c1=O
#6 CC(=O)Nc1nc(-c2ccc3c(c2)CCN3C(=O)C2CC2)c(C)s1
#7 Cc1cc(C)nc(NC(=O)c2ccc(Br)s2)n1
#8 CCOC(=O)c1ccc(NC(=S)NCCCN2CCN(C3CCCCC3)CC2)cc1
#9 Cc1cccc(NC(=O)CSc2nc3ccc(NC(=O)COc4ccccc4F)cc3s2)c1
#10 Cc1ccc(CONC(=O)c2ccccc2)cc1
compound no. | 1 | 2 | 3 | 4 | 5 | 6 | 7 | 8 | 9 | 10
AmpC inh no detg | 11% | nt | 43% | 34% | -15% | 5% | -14% | 9% | nt | -24%
HCMV inh | 9 | 64 | -96* | ? | 19 | -98* | 91 | ? | -29 | 11
Sm TGR inh | -14% | 5% | -31% | nt | -18% | -7% | -3% | -28% | -3% | 11%
AMA1 RON2 block | 3% | nt | -11% | -6% | -13% | 15% | 8% | -6% | nt | 3%
AmpC detergent | -1% | 27% | -4% | nt | -4% | 5% | -16% | -6% | 17% | ?
FBPA Giardia inh | ? | nt | 16% | nt | 6% | nt | 15% | 2% | nt | 6%

The closing four entries of the part above open the next one.
#7 Cc1cc(C)nc(NC(=O)c2ccc(Br)s2)n1
#8 CCOC(=O)c1ccc(NC(=S)NCCCN2CCN(C3CCCCC3)CC2)cc1
#9 Cc1cccc(NC(=O)CSc2nc3ccc(NC(=O)COc4ccccc4F)cc3s2)c1
#10 Cc1ccc(CONC(=O)c2ccccc2)cc1
#11 CCCC(=O)NC(Nc1ccc(S(=O)(=O)Nc2cc(C)on2)cc1)(C(=O)OCC)C(F)(F)F (centres undefined)
#12 COc1ccccc1NC(=S)NCC1CCCCC1
#13 COC(=O)Cc1[nH]n(-c2nc3ccccc3s2)c(=O)c1C(C)=Nc1ccc(Cl)cc1
#14 O=C(Nc1ccc(S(=O)(=O)N2CCc3ccccc3C2)cc1)c1ccccc1
#15 Cc1ccc2c(c1)NC(=O)C(CC(=O)NCCCN1CCN(c3cc(Cl)ccc3C)CC1)O2 (centres undefined)
#16 Cc1ccc(CNC(=O)C2CCCN(S(=O)(=O)c3cnc[nH]3)C2)cc1 (centres undefined)
#17 O=C(C1CC2C=CC1C2)N1CCN(c2ccccc2)CC1 (centres undefined)
#18 C=CCNC(=S)NNC(=O)CC12CC3CC(CC(C3)C1)C2
#19 O=C1CNC(=O)/C(=C/c2ccco2)N1
#20 COc1ccc(F)cc1C(=O)C1CCCN(C(=O)c2ccc(C(C)=O)s2)C1 (centres undefined)
compound no. | 7 | 8 | 9 | 10 | 11 | 12 | 13 | 14 | 15 | 16 | 17 | 18 | 19 | 20
AmpC inh no detg | -14% | 9% | nt | -24% | -19% | -3% | -42% | -26% | 36% | 1% | -6% | -25% | -9% | 18%
HCMV inh | 91 | ? | -29 | 11 | -10 | -66* | 19 | -23 | ? | 61 | -7 | 6 | -28 | -14
Sm TGR inh | -3% | -28% | -3% | 11% | -1% | 7% | -9% | -5% | -16% | -1% | -8% | -1% | -10% | -14%
AMA1 RON2 block | 8% | -6% | nt | 3% | -3% | 33%[activator] | 56%[activator] | -1% | 11% | 3% | 1% | 61%[activator] | -8% | 4%
AmpC detergent | -16% | -6% | 17% | ? | 3% | -8% | 5% | -3% | -2% | ? | 2% | 3% | -16% | -6%
FBPA Giardia inh | 15% | 2% | nt | 6% | 1% | 4% | 16µM* | 4% | 5% | 6% | 6% | -1% | -13% | 7%

#21 COc1ccc(Nc2nc(N)nc(CSC(=S)N3CCN(c4ccccc4)CC3)n2)cc1
#22 CCCCC1S/C(=N/N=C/c2ccc(OC)cc2)N(Cc2ccc(OC)cc2)C1=O (centres undefined)
#23 N/C(=N\OC(=O)c1ccccc1Cl)c1cccnc1
#24 N#CCC(=O)Nc1ccc(C(=O)NNC(=S)NC2CCCCC2)cc1
#25 O=C1c2ccccc2C(=O)N1n1c(=O)[nH]c2ccccc2c1=O
#26 Cc1c(NC(=O)C(C)OC(=O)COc2ccccc2)c(=O)n(-c2ccccc2)n1C (centres undefined)
#27 Cc1ccc2c(Cl)cc(Cl)c(OCC(=O)N(C(C)C)C(C)C)c2n1
#28 C/C(=N\NC(N)=S)c1cccnc1
#29 COC(=O)CN1C(=O)[C@H]2[C@@H](c3ccc(C)o3)N3C(=O)CN(CC4CC4)C(=O)[C@@]3(Cc3ccccc3)[C@H]2C1=O
#30 COc1ccc(OC)c(C(=O)c2coc3ccc(O)c(CN4CCOCC4)c23)c1
compound no. | 21 | 22 | 23 | 24 | 25 | 26 | 27 | 28 | 29 | 30
AmpC inh no detg | -26% | -28% | -6% | -45% | nt | 1% | 3% | -18% | -12% | 20%
HCMV inh | ? | -14 | 168 | 11 | 10 | -19 | 14 | -14 | -93* | 39
Sm TGR inh | -3% | 13% | -1% | nt | 6% | -3% | -6% | 7% | -15% | ?
AMA1 RON2 block | -27% | -11% | 6% | 29% | -2% | 7% | 46%[activator] | 96%[activator] | 4% | -9%
AmpC detergent | -5% | -8% | -12% | nt | 3% | -6% | 14% | -2% | -10% | 3%
FBPA Giardia inh | 0% | nt | 4% | nt | 5% | 0% | -2% | 16µM* | 10% | -10%

Screen by screen, as entered above:
Nos. 19–29 in FBPA Giardia inh: -13%, 7%, 0%, nt, 4%, nt, 5%, 0%, -2%, 16µM*, 10%
Nos. 19–29 in AmpC detergent: -16%, -6%, -5%, -8%, -12%, nt, 3%, -6%, 14%, -2%, -10%

Next records.
#31 CCOC(=O)c1sc(N(C)C(C)=O)nc1C
#32 C=CCOc1c2ccc(C(=O)NCc3ccc(OC)cc3)cc2nn1C
#33 N#Cc1c(-c2ccc(Cl)cc2Cl)nc2n(c1=O)CCS2
#34 Cc1cccc(-n2ncc3c2CCCC3NC(=O)CN2CCOC2=O)c1C (centres undefined)
#35 CCOc1cc2c(cc1C(C)(C)C)NC(=O)CS2
#36 COCCNC(=O)CN1C(=O)NC2(CCCCCC2)C1=O
#37 OC1(c2ccc(OC(F)F)cc2)CSC(=Nc2cccnc2)N1Cc1ccco1 (centres undefined)
#38 COc1ccc(NC(=O)CCSc2cc(C)c3ccccc3n2)cc1
#39 Cc1nn(-c2ccccc2)c(Cl)c1/C=N/NC(=O)c1[nH]ncc1Br
#40 Cc1[nH]c2ccc(C(=O)NCCc3ccccc3Cl)cc2c1C
compound no. | 31 | 32 | 33 | 34 | 35 | 36 | 37 | 38 | 39 | 40
AmpC inh no detg | -6% | -1% | -40% | 4% | -35% | -12% | -16%[11.4 µM] | -30% | -24% | nt
HCMV inh | 19 | 9 | 30 | -4 | -34 | -18 | -9 | 9 | 9 | -28
Sm TGR inh | 5% | 9% | 5% | -3% | 50% | 6% | 0% | 4% | 2% | -1%
AMA1 RON2 block | 19% | 7% | 4% | 2% | -1% | -4% | -12% | 3% | 75%[activator] | nt
AmpC detergent | 3% | 8% | -13% | -2% | -2% | 2% | ? | 3% | 3% | 4%
FBPA Giardia inh | 1% | -1% | 0% | nt | -7% | 5% | 0% | 0% | nt | nt

Quoted at random: 2 entries already listed.
#38 COc1ccc(NC(=O)CCSc2cc(C)c3ccccc3n2)cc1
#36 COCCNC(=O)CN1C(=O)NC2(CCCCCC2)C1=O
compound no. | 38 | 36
AmpC inh no detg | -30% | -12%
HCMV inh | 9 | -18
Sm TGR inh | 4% | 6%
AMA1 RON2 block | 3% | -4%
AmpC detergent | 3% | 2%
FBPA Giardia inh | 0% | 5%

(list continues)
#41 Cc1cc(C=O)c(C)n1-c1cc(C(=O)O)cc(C(=O)O)c1
#42 COc1cccc(NC(=O)CCC(=O)N2CC(C)Oc3ccc(C)cc32)c1 (centres undefined)
#43 O=C(OCn1nnc2ccccc2c1=O)c1ccc(S(=O)(=O)N2CCOCC2)cc1
#44 O=C(NCc1ccc2c(c1)OCO2)c1cccc(F)c1
#45 COc1ccc(C2C(=O)N(C3CCCCC3)CC(=O)N2CCc2ccc(C)cc2)cc1OC (centres undefined)
#46 Cc1ccc(C)c(NC(=S)N2CCC(NC(=O)c3ccco3)CC2)c1
#47 COC(=O)C1=C(C)N=C2SC(C#N)=C(N)N2C1c1ccc(OCc2ccccc2)cc1 (centres undefined)
#48 CCN(CC)c1ccc(NC(=O)c2cccc(F)c2)c(C)c1
#49 COc1cc2[nH]c(=O)n(CCC(=O)N3CCc4ccccc4C3)c(=O)c2cc1OC
#50 CCn1cc(C(=O)NCCc2ccc(OC)c(OC)c2)c(=O)c2cc(S(=O)(=O)N3CCC(C)CC3)ccc21
compound no. | 41 | 42 | 43 | 44 | 45 | 46 | 47 | 48 | 49 | 50
AmpC inh no detg | -16% | 2% | 30% | -18% | nt | -8% | ? | -33% | -1% | nt
HCMV inh | -16 | ? | nt | 21 | 6 | -3 | 29 | -26 | 5 | -24
Sm TGR inh | nt | -4% | 1% | 9% | 54%[activator] | -9% | 0% | 4% | -11% | 7%
AMA1 RON2 block | -21% | 6% | -8% | 2% | nt | 10% | -8% | 1% | 3% | nt
AmpC detergent | -3% | -6% | -1% | -14% | 2% | -9% | -13% | ? | -5% | 2%
FBPA Giardia inh | 3% | 5% | 2% | 4% | nt | -14% | -4% | -2% | -14% | nt

#51 CCN(CC)C(=O)CN(C#N)c1nc(OC)nc(N(C)C)n1
#52 CN(C)c1ccc(C2OC(=O)C3(CCCC3)C(=O)C2(C)C)cc1 (centres undefined)
#53 C=CCN1C(=O)C2(OCCO2)c2cc(C)ccc21
#54 Cc1ccc(NC(=O)c2cccc(S(C)(=O)=O)c2)cc1
#55 COCCCNC(=O)c1ccc(Cn2c(=O)c3ccccc3n(CC(=O)NCCc3ccc(OC)c(OC)c3)c2=O)cc1
#56 COc1ccc(C(=O)CCNc2ccc(F)cc2)cc1
compound no. | 51 | 52 | 53 | 54 | 55 | 56
AmpC inh no detg | 2% | nt | -9% | -16% | -5% | -20%
HCMV inh | 35 | 41 | 36 | 26 | -18 | 25
Sm TGR inh | 1% | -5% | 10% | 3% | 20% | 3.2µM*
AMA1 RON2 block | 8% | 0% | 4% | 16% | 13% | -1%
AmpC detergent | -4% | -3% | -1% | -17% | 2% | 5%
FBPA Giardia inh | 9% | 0% | 6% | 2% | -7% | 0%
